hERG WT inh: KCNH2 (human, wildtype) channel inhibition | Q12809 | U2OS, BacMam KCNH2, thallium flux FluxOr; active compounds read low | activity change, % at 1.84 µM | 0.37% of 340,000 active;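 active means maximum activity change below -70%; inconclusive means maximum activity change between -70% and -50%; inactive means maximum activity change above -50%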; further: on the % scale 0 is the no-effect control and ±100 the full control effect
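U2OS cells were transduced with wild-type KCNH2 virus (2.03 x 10^8 / mL) for 4 h at room temperature, then cultured overnight at 37 C. Thallium flux was read with FluxOr dye. Rate constants were normalized to DMSO controls.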
Chronic BCR inh: chronic active BCR signaling inhibition; ABC-DLBCL IkBa-CBG/CBR reporter, luminescence ratio, 4 h; Potency, µM (titrated, usually from 46.1 µM), inactives show at the highest dose ratio change, negative = lower green/red ratio, hits mostly inhibitors; 0.05% of 340,000 active; active means well fitted inhibition curve with a large enough effect in the signal ratio, with a control signal flat, not every such curve was filed as active; inconclusive means small, poorly fitted or top-dose-only effect, or effect the other way, or a change in a side signal; the % refers to the signal ratio;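 further: potency means the concentration at half of the fitted maximal effect; plate controls were basal doxycycline-induced cells for no effect and cells given 10 µM MG132 for full effect; MG132 reads +100%, hits lower the ratio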
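Compounds up to 46 uM were incubated four hours with TMD8 cells whose green CBG68 luciferase is fused to IkappaBalpha; red CBR luminescence normalised the signal, and concentration-effect curves were fitted to fusion, red and ratio data.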
AT treatment: potential ataxia-telangiectasia treatments restoring KAP-1 phosphorylation; Potency, µM (top dose mostly 57.5 µM), for inactives: at the top dose activation, actives largely listed as activators; […] A-T fibroblasts, KAP-1 phosphorylation AlphaLISA; neocarzinostatin DNA damage 30 min before lysis; 0.19% of 320,000 active; further: potency means the concentration at half of the fitted maximal effect; % of control where 0% means no effect; nearly all actives have a fitted effect of over 45% in size
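ATM-like activity read as KAP-1 phosphorylation via AlphaLISA donor/acceptor antibody pairs after lysis and 6 hr at 25C. Cells were ATM-null patient fibroblasts ([…], hTERT), dosed 60 min, then exposed to the DSB inducer NCS for 30 min.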
Giardia killer: Giardia lamblia killing; Giardia lamblia trophozoite viability; activity change, % at 7.66 µM, hits read low; 0.15% of 340,000 active; AID 540267; in the data active means activity change below about -80%; inconclusive means between about -30% and that limit;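 further: parasites exposed to compound for two days anaerobically before the ATP read; on the % scale 0 is the no-effect control and ±100 the full control effect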
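Trophozoite viability was measured as ATP-dependent luminescence, read 15-30 min after reagent addition. Before that, parasites at 100 cells/well were exposed to compounds for 48 h, anaerobically, at 37 deg C.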
TSHR antagonist: antagonists of human thyroid stimulating hormone receptor; TSHR-expressing cells, TSH-stimulated cAMP HTRF, 2 h; active compounds read low; activity change, negative = inhibition, % at 11.5 µM; 0.2% of 330,000 active; AID 504810;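 active means activity change below a set negative limit, meaning inhibition stronger than a set level, cut at about -70% in these data; inconclusive means activity change between two set negative limits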; further: on the % scale 0 is the no-effect control and ±100 the full control effect
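Competitive HTRF cAMP read-out (cryptate anti-cAMP antibody, cAMP-d2; 30 min, room temperature) in freshly harvested TSHR cells. Compounds added before TSH at EC80 (4nM final), followed by 2 hours' incubation at 37 deg C.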
GALK inhibitor: inhibitors of human galactokinase | Purified GALK, Kinase-Glo residual ATP luminescence | Potency, µM (titrated, usually from 57.5 µM), without a hit: at the highest dose activity change, negative = inhibition, actives largely listed as inhibitors | 0.007% of 270,000 active | AID 1868; further: potency means the concentration at half of the fitted maximal effect; on the % scale 0 is the no-effect control and ±100 the full control effect
Target sequence (P51570 whole entry, looked up): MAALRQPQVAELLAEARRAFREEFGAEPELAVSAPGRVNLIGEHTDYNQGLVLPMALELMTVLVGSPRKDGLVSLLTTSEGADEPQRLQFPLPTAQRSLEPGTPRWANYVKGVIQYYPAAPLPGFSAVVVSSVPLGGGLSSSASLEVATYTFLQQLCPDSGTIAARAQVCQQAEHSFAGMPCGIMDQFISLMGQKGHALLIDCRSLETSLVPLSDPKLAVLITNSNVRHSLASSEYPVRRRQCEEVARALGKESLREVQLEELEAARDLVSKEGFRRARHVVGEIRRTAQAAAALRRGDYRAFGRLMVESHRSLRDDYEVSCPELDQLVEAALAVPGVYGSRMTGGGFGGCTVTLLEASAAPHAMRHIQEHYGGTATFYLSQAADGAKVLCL
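Compounds were pin-transferred into ATP buffer (35 uM final), then GALK plus galactose (5 nM, 100 uM final) was added. After 1 h at room temperature, Kinase-Glo Plus was added and luminescence read after 10 min.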
Tb PFK block: inhibitors of T. brucei phosphofructokinase | O15648 | T. brucei PFK, ADP-Glo luminescence | Potency, µM (doses to about 57.5 µM), for the others: at the top dose activity, negative = inhibition, actives largely listed as inhibitors | 0.17% of 330,000 active;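 further: potency means the concentration at half of the fitted maximal effect; 0% = uninhibited 1x PFK enzyme wells and -100% = no-enzyme wells; nearly all actives have a fitted effect of over 60% in size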
Target sequence (O15648 whole entry, looked up): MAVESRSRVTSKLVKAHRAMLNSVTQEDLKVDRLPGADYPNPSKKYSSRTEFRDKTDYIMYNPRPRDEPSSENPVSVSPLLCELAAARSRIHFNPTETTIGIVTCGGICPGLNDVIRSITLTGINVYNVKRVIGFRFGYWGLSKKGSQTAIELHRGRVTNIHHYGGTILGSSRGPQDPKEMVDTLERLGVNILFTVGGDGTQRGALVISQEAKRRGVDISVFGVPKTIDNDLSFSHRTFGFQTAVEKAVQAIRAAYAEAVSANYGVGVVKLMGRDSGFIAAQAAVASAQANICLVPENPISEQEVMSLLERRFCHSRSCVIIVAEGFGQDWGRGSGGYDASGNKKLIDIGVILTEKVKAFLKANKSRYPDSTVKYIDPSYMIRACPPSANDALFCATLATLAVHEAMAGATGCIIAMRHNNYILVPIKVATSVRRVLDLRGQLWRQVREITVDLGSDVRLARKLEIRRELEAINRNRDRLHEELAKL
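Luminescent ADP detection (ADP-Glo, two-step: ATP depletion then ADP-to-ATP conversion for luciferase) reported PFK activity after 45 min room-temperature reaction of 1.25 nM enzyme with 0.5 mM F6P and 0.1 mM ATP at pH 8.0.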
TCR activator: T cell receptor activation | 330,000 tested, under 10 active | Potency, µM (titrated, usually from 9.22 µM), inactives show at the top dose activation of IL-2 secretion, usual class: activators | primary human leukocytes, anti-CD3, IL-2 HTRF, 48 h | AID 504894; further: % of control where 0% means no effect
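1) Mix primary human leukocytes, a-CD3 beads and compound. 2) Incubate 48 hr. 3) Add HTRF IL-2 reagents (a-IL-2-K, a-IL-2-d2).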
MLL CXXC-DNA inh: inhibitors of human MLL CXXC domain-DNA interaction; AID 2662; MLL-CXXC / FITC-HOXA9 DNA fluorescence polarization; Q03164; 0.037% of 290,000 active; Potency, µM (titrated, usually from 115 µM), without a hit: at the highest dose activity change, negative = inhibition, most hits filed as inhibitors; active means well fitted inhibition curve with a large enough effect in the polarisation, with a control signal flat, not every such curve was filed as active; inconclusive means small, poorly fitted or top-dose-only effect, or effect the other way, or a change in a side signal; inactive means no such curve, though single readings can be large or run the other way; the % refers to the polarisation; further: potency means the concentration at half of the fitted maximal effect
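Fluorescence polarization: 7 uM MLL-CXXC (stock) preincubated 5 min with compounds, then 50 nM fluorescein-HOX-A9 DNA (stock) added; 30 min ambient. Buffer 50 mM Tris-HCl pH 7.5, 50 mM NaCl, 1 mM DTT, 0.05% BSA.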
Coupling enz: counter-screen for Giardia aldolase inhibitors: coupling enzyme system. coupling enzyme system counterscreen, AmpLite Red fluorescence. 0.67% of 290,000 active. activity change, negative = inhibition, % at 58.2 µM, hits read low; in the data active means activity change below about -30%; further: on the % scale 0 is the no-effect control and ±100 the full control effect
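Compounds tested against the coupling enzymes alone at 57.5 uM final; readout was AmpLite Red fluorescence (525/598 nm) after 20 min at RT.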
An asterisk follows results filed as active; u = inconclusive; x = no result given; [ ] = another dose, or the depositor's remark. Unless noted, the call rests on the fitted dose curve; in most records, active means well fitted curve in the direction sought with a large enough effect; inconclusive means small, poorly fitted or top-dose-only effect, or another doubt; inactive means no such curve, though single readings can be large; an effect the other way counts as inactive or inconclusive.

SMILES	hERG WT inh	Chronic BCR inh	AT treatment	Giardia killer	TSHR antagonist	GALK inhibitor	Tb PFK block	TCR activator	MLL CXXC-DNA inh	Coupling enz
Cc1cc(-c2ccccc2)[nH]c(=O)c1S(=O)(=O)c1ccc(Cl)cc1	-2	-11%	4%	-8	-3	0%	0%	x	3%	0
COc1cc(OC)cc(-c2nnc(Sc3ccc(C=O)cc3[N+](=O)[O-])o2)c1	x	-6%	-17%	x	-4	-1%	-6%	x	-20%	-2
COc1ccc(CNC(=O)C2CCCN2C(=O)NCc2ccccc2)cc1 (stereo not drawn)	0	8%	1%	9	-44	-5%	-1%	-3%	8%	-1
COc1ccc(NC(=O)NC2(C(=O)N3CCCC(C)C3)CCCCC2)cc1 (stereo not drawn)	-21	6%	9%	-8	0	3%	-2%	3%	-5%	3
COc1ccccc1NC(=O)CC(NC1CCCCC1)C(=O)O (stereo not drawn)	-1	4%	-4%	-28	6	0%	10%	1%[46.1 µM]	-6%	5
CC(=O)/C(C(=N)N1CCN(C(c2ccccc2)c2ccccc2)CC1)=C(\C)O	-5	-2%	4%	5	0	4%	-3%	0%	0%	2
CC1CCCCC1NC(=O)CCn1c(=O)sc2ccccc21 (stereo not drawn)	-21	1%	15%	-7	-10	2%	-1%	-133%	5%	x
CCOc1ccc(CCNC(=O)COC(=O)c2cc(=O)[nH]c3ccccc23)cc1OCC	12	-9%	1%	-7	0	x	-6%	-2%	x	x
CN(Cc1ccccc1)C(=O)COC(=O)C1CCN(S(=O)(=O)c2cccs2)CC1	15	-1%	1%	12	-7	-1%	-4%	-3%	-2%	2
O=C1c2ccccc2C(=O)N1CCOc1cccc(Br)c1	-6	2%	14%	7	0	-4%	0%	7%	-17%	x
Cc1ccc2[nH]c(=O)c(CN(Cc3cccs3)C(=S)NCC3CCCO3)cc2c1 (stereo not drawn)	-3	-5%	0%	5	-1	0%	0%	-2%[46.1 µM]	2%	0
CCSc1ccc2cc(OC)ccc2[n+]1CC	-14	-3%	-4%	-7	6	0%	-9%	-3%	3%	0
CCOC(=O)c1[nH]ncc1[C@@H]1C[C@H]2CN(Cc3cccc(Cl)c3)C(=O)[C@]23CCCN13	10	u	25%	-6	3	-2%	-1%	-3%	15%	2
CCOC(=O)c1ccc(-n2ccnc2)c(NC(=O)c2ccc(C(C)(C)C)cc2)c1	-3	-9%	8%	-23	8	2%	0%	-3%[46.1 µM]	10%	0
CCCn1c(C)cc(C(=O)CSc2nc3ccccc3c(=O)n2Cc2ccco2)c1C	6	0%	14%	-10	-31	2%	-1%	-2%[46.1 µM]	-4%	-3
CCO[C@H]1OC(C(=O)NCc2ccccc2)=C[C@@H](C)[C@@H]1CCCO	-10	-11%	1%	5	-3	0%	3%	1%	-25%	0
OCCC1CN(Cc2nc3ccccc3s2)CCN1C1CCCC1 (stereo not drawn)	20	u	2%	-17	14	5%	-8%	-1%	3%	1
COc1cccc2c1nc(C)c1cc(C)oc12	-8	u	1%	-17	3	-4%	1%	-5%	-2%	5
O=Cc1cccn1-c1ccc2ccccc2c1	0	-13%	4%	17	1	0%	-2%	-2%	-1%	3
CCOC(=O)C(Cc1ccccc1)NS(=O)(=O)c1ccc(NC(C)=O)cc1 (stereo not drawn)	-1	-2%	11%	-13	8	0%	-2%	-4%	3%	4
O=C(Cn1cnc2c(cnn2-c2ccc(F)cc2)c1=O)N1CCCc2ccccc21	-2	11%	12%	10	-31	0%	6%	-4%[46.1 µM]	-10%	0
CCOc1ccc(CN2CCN(C(=O)c3cccc4ccccc34)CC2)cc1	-6	-9%	2%	8	-3	-5%	-9%	3%	17%	-1
COc1ccc(CN2C(=O)CCCc3ccccc32)cc1	6	1%	0%	8	-17	2%	16%	1%	-11%	1
CCOC(=O)c1ccc(S(=O)(=O)NNc2ccc(C(F)(F)F)cn2)cc1	22	u	29%	4	x	x	-1%	-2%	x	x
COc1ccc(/C=N/n2nnnc2N)c(OC)c1	4	-4%	-2%	-5	-2	0%	3%	-7%	3%	2
Cc1cccnc1NC(=O)C1c2ccccc2Oc2ccccc21	-4	2%	-13%	-1	9	2%	0%	-1%[46.1 µM]	-2%	4
Cc1cccc(OCCC(=O)Nc2ccccc2C(N)=O)c1	-11	u	6%	3	20	0%	5%	-2%	2%	-1
Cc1onc(-c2ccccc2Cl)c1C(=O)OCC(=O)c1ccccc1	-3	u	5%	-2	7	0%	-1%	0%	9%	-2
CC(OC(=O)CSc1ccc([N+](=O)[O-])cc1)C(=O)NCc1ccccc1 (stereo not drawn)	-5	u	2%	-20	0	x	-9%	1%	x	x
Cn1ccc(C(=O)Nc2cccnc2Cl)n1	-19	-14%	4%	-5	-8	-1%	0%	3%	0%	-4
CN(C)S(=O)(=O)c1ccc(C(=O)NCC(=O)N/N=C/c2cccs2)cc1	-15	8%	6%	9	13	7%	0%	0%	-9%	1
C=CCn1c(Cc2cccs2)nnc1SCC(=O)Nc1ccc(OC)c(OC)c1	-9	21%	12%	-3	10	-3%	0%	2%	1%	0
Cn1c(CNC(=O)CNC(=O)Cc2ccccc2)cc(=O)n(C)c1=O	8	-4%	-9%	-17	-2	-1%	4%	4%	1%	0
COc1cc(CNC(C)(C)CO)ccc1OCC(=O)NC(C)(C)C	-2	-2%	-1%	9	0	2%	-1%	1%[46.1 µM]	-1%	0
O=C(Cn1cnc2c(nnn2Cc2ccccc2F)c1=O)N1CCN(c2ccccc2)CC1	-5	u	-2%	2	-8	0%	-29%	-3%[46.1 µM]	4%	2
Cc1ccc(CN(Cc2cccnc2)C(=S)Nc2cccc(Cl)c2C)cc1	1	-6%	7%	13	-3	1%	0%	-6%	-3%	-3
COc1ccc(-c2nc3ccccc3c(=O)n2CCc2ccc(O)cc2)cc1	0	-9%	4%	-13	-5	x	-7%	-6%	-13%	-4
O=C(CNS(=O)(=O)c1ccc(Br)cc1Cl)OCC(=O)c1ccc[nH]1	0	-4%	1%	5	-15	x	1%	5%	x	x
COc1ccc(-n2ncc(C(C)NS(=O)(=O)c3cc(F)ccc3C)c2C)cc1 (stereo not drawn)	6	3%	13%	11	2	-4%	-4%	-9%	14%	x
COC(=O)CSc1nc2ccccc2c(=O)n1Cc1ccccc1	-12	4%	10%	-8	-24	-1%	0%	0%	-1%	-1
CC(C)C(OC(=O)c1nsc(Cl)c1Cl)C(=O)NCc1ccc2c(c1)OCO2 (stereo not drawn)	5	1%	-2%	-8	3	-5%	3%	-7%	-2%	2
Cc1ccnc(NC(=O)c2ccc(Cl)c(S(=O)(=O)N3CCCCC3)c2)c1	-5	5%	3%	-14	21	x	-1%	-3%	x	x
O=C(O)CSCC(=O)NC1CCCc2ccccc21 (stereo not drawn)	8	-2%	8%	-12	0	2%	0%	1%	-8%	0
Cc1cc(C)nc(N/N=C/c2ccc(N3CCOCC3)cc2)n1	2	5%	-2%	-6	-13	-1%	4%	-1%	3%	2
Cc1sc(NC(=O)c2ccco2)c(CN2CCN(c3ccccn3)CC2)c1C	-4	u	3%	-14	2	0%	0%	0%	-12%	-12
COCCN(CCOC)C(=O)COC(=O)c1ccc(Cl)c(S(=O)(=O)N(C)c2ccccc2)c1	1	4%	1%	16	-7	4%	-1%	1%	8%	2
CC(C)(CN1CCN(c2ccccc2)CC1)NS(=O)(=O)c1ccccc1	7	-29%	u	-16	22	0%	4%	-5%	17%	4
CC(C)(C)c1ccc(C(=O)Nc2cnccn2)cc1	-2	u	12%	u	-17	-1%	0%	x	3%	-2
N#Cc1cc([N+](=O)[O-])ccc1NC(=O)COC(=O)c1cnccn1	-11	0%	1%	-6	-5	x	0%	6%	x	x
O=C(Cc1ccc(Cl)cc1)Nc1ccccc1CO	12	-14%	1%	25	1	-4%	-5%	1%	5%	1
COCCn1c(SCC(=O)Nc2cccc(NC(C)=O)c2)nc2c([nH]c3ccccc32)c1=O	-1	6%	2%	26	5	7%	0%	-10%	17%	x
O=[N+]([O-])c1cc(Br)c2nsnc2c1N1CCOCC1	-7	u	-13%	13	-9	0%	0%	-3%	u	3
O=C(CCN1CCN(C/C=C/c2ccccc2)CC1)Nc1ccccc1Cl	-77*	11%	11%	-10	10	x	1%	8%	4%	-3

3 entries out of the list, sorted by count of non-hydrogen atoms, lowest first:
SMILES	hERG WT inh	Chronic BCR inh	AT treatment	Giardia killer	TSHR antagonist	GALK inhibitor	Tb PFK block	TCR activator	MLL CXXC-DNA inh	Coupling enz
N#Cc1cc([N+](=O)[O-])ccc1NC(=O)COC(=O)c1cnccn1	-11	0%	1%	-6	-5	x	0%	6%	x	x
CC(C)(CN1CCN(c2ccccc2)CC1)NS(=O)(=O)c1ccccc1	7	-29%	u	-16	22	0%	4%	-5%	17%	4
COCCn1c(SCC(=O)Nc2cccc(NC(C)=O)c2)nc2c([nH]c3ccccc32)c1=O	-1	6%	2%	26	5	7%	0%	-10%	17%	x
